Source: PubChem BioAssay (National Center for Advancing Translational Sciences (NCATS))
EPAC1 antagonist – qHTS for Antagonist of cAMP-regulated guanine nucleotide exchange factor 3 (EPAC1): primary screen; Rap guanine nucleotide exchange factor 3 (Homo sapiens), O95398; EPAC1 GEF assay, Rap1b-BODIPY-GDP exchange fluorescence; Potency, µM (doses to about 115 µM), inactives show at the top dose activity change, negative = inhibition, usual class: inhibitors; 360,000 tested, 0.14% active; AID 720709, 2013;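 further: potency means the concentration at half of the fitted maximal effect; plate controls were vehicle for no effect and positive control for full effect; nearly all actives have a fitted effect of over 50% in size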
EPAC1 ag – qHTS for Agonist of cAMP-regulated guanine nucleotide exchange factor 3 (EPAC1): primary screen; Rap guanine nucleotide exchange factor 3 (Homo sapiens), O95398; EPAC1 agonist qHTS, biochemical assay; response scale: 100% = response to 6.5 mM cAMP; Potency, µM (highest dose often 154 µM), without a hit: at the highest dose activation, hits mostly activators; 360,000 tested, 0.073% active; AID 720707, 2013; further: potency means the concentration at half of the fitted maximal effect; nearly all actives have a fitted effect of over 60% in size
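Fluorescent GDP-exchange assay: 100 nM EPAC1 with 250 nM Rap1B preloaded with BODIPY-GDP and 50 uM GDP; compounds tested as concentration series, 5 min at room temperature, then read every 5 min for 30 min (ex 480/em 540 nm); normalized to 6.5 mM cAMP.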
IL-2 act – qHTS of IL-2 Activators; IL-2 activation reporter assay, cell-based qHTS; stimulated with anti-CD3/CD4/CD28 beads; in transgenic mouse T cells; activation, % (series mostly up to about 46 µM); 360,000 tested, 0.065% active; AID 652025, 2013; in the data active means activation above about 50%; inconclusive means mostly about 30% to 49%; further: 0% is about no effect
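Screening format: compound pinned onto unstimulated transgenic mouse T cells, 60 min incubation, then anti-CD3/anti-CD4/anti-CD28 bead stimulation for 18 hours at 37 degrees C, followed by EGFP and DsRed detection.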
GLP-1R agonist – qHTS of GLP-1 Receptor Agonists; HEK293 GLP-1R CRE-luciferase, luminescence, 4-6 h; cells express a hypersensitive GLP-1R form; 380,000 tested, 0.007% active; Glucagon-like peptide 1 receptor (Homo sapiens), P43220; Potency, µM (highest dose often 45.6 µM), without a hit: top-dose activation, usual class: activators; further: potency means the concentration at half of the fitted maximal effect; % of control where 0% means no effect
GLP-1R inv ag – qHTS of GLP-1 Receptor Inverse Agonists (Inhibition Mode). AID 624417, 2012. Potency, µM (series often up to 38.3 µM), for the others: top-dose activity change, negative = inhibition, usual class: inhibitors. Glucagon-like peptide 1 receptor (Homo sapiens), P43220. HEK293 GLP-1R CRE-luciferase, luminescence, 24 h; GLP-1R form is constitutively active. 410,000 tested, 1.6% active; further: potency means the concentration at half of the fitted maximal effect; on the % scale 0 is the no-effect control and ±100 the full control effect; nearly all actives have a fitted effect of over 55% in size
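GLP-1R inverse agonism mode: basal reporter luminescence in engineered HEK293 cells measured after one day of compound exposure at 37 deg C, with a 12 min room-temperature detection step.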
PLK1 PBD block – qHTS for Inhibitors of PLK1-PDB (polo-like kinase 1 - polo-box domain): Primary Screen; Serine/threonine-protein kinase PLK1 (Homo sapiens), P53350; Plk1 PBD binding of FITC phosphopeptide, fluorescence polarization; Potency, µM, without a hit: max response, negative = inhibition, actives largely listed as inhibitors; 360,000 tested, 2.8% active; further: potency means the concentration at half of the fitted maximal effect; series mostly up to about 57 µM; on the % scale 0 is the no-effect control and ±100 the full control effect; nearly all actives have a fitted effect of over 65% in size
PI5P4Ka inh – qHTS for Inhibitors of phosphatidylinositol 5-phosphate 4-kinase (PI5P4K). 330,000 tested, 1.2% active. Phosphatidylinositol 5-phosphate 4-kinase type-2 alpha (Homo sapiens), P48426. AID 652105, 2013. PI5P4Kalpha enzyme, ADP-Glo luminescence, 60 min; hits give low values. max response, %; active means max response of -50% or lower; inconclusive means between -30% and -50%; inactive means -30% or higher; further: value at the top dose of about 77 µM; on the % scale 0 is the no-effect control and ±100 the full control effect
Target sequence (P48426 whole entry, looked up): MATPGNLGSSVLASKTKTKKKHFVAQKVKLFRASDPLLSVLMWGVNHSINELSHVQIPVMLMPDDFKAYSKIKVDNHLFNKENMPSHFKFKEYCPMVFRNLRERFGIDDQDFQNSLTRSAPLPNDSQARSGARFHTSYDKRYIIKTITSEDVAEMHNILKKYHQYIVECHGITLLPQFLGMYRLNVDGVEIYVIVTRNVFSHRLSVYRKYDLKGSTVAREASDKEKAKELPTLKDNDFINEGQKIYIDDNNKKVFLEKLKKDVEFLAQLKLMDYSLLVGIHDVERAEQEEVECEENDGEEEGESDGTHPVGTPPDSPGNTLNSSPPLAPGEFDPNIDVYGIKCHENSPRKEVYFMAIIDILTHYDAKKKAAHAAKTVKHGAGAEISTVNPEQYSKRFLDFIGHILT
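Luminescence from ADP-Glo served as readout of PI5P4Kalpha activity in a qHTS format. Reaction: enzyme, substrate, compound, ATP at 5 microM final, 60 min at RT.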
PTHR1 agonist – qHTS for PTHR1 Agonists: Primary Screen. Parathyroid hormone/parathyroid hormone-related peptide receptor (Homo sapiens), Q03431. HEK293 GP2 PTHR1 cells, GloSensor cAMP luminescence, 1 h. Potency, µM (top dose mostly 115 µM), for the others: at the highest dose activation, most hits filed as activators. 410,000 tested, 0.075% active. AID 743266, 2014; further: potency means the concentration at half of the fitted maximal effect; nearly all actives have a fitted effect of over 55% in size; some results filed as inactive show a strong effect at the top dose; inactives centre near -15; many of its hits are not listed in these tables
Target sequence (Q03431 whole entry, looked up): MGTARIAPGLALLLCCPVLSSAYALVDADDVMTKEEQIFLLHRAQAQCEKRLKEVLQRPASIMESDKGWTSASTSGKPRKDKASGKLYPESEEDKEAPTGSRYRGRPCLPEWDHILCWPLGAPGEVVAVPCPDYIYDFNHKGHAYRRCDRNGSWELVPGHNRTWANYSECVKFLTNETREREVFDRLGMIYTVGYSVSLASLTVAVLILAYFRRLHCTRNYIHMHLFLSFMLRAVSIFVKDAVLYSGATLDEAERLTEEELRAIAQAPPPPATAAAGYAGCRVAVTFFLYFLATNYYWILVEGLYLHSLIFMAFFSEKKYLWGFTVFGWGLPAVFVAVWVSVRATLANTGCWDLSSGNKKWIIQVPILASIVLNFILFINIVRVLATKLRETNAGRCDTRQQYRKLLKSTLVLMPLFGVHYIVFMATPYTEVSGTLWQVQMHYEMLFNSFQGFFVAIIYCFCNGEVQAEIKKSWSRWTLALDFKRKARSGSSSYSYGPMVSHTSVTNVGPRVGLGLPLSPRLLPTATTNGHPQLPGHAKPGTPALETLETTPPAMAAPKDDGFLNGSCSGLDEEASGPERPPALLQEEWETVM
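HEK-293-derived GP2 cells expressing PTHR1 and a GloSensor cAMP reporter, 3,000/well, plated overnight, given luciferin plus IBMX (each 0.5 mM as added) for 1 h at 37 °C, then compound for 1 h at 37 °C. Luminescence was read after 15 min at room temperature.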
HEK293 tox – qHTS of GLP-1 Receptor Inverse Agonists: Cytotox Screen; HEK293 cAMP-luciferase reporter cells, luminescence, 24 h; Potency, µM (doses to about 38.3 µM), for the others: at the top dose activity change, negative = inhibition, actives largely listed as inhibitors; 410,000 tested, 0.13% active; AID 624418, 2012;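 further: loss of luciferase light is scored as toxicity; potency means the concentration at half of the fitted maximal effect; on the % scale 0 is the no-effect control and ±100 the full control effect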
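Seeding density was 200 cells/uL; after overnight-length (12 h) culture, 23 nL compounds went on for 24 h at 37 °C. Readout used a luciferase detection reagent, luminescence taken after 12 min at room temperature.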
* = called active by the depositor; i = inactive; ? = inconclusive; [ ] = another dose, or the depositor's remark. Unless noted, the call rests on the fitted dose curve; in most records, active means well fitted curve in the direction sought with a large enough effect; inconclusive means small, poorly fitted or top-dose-only effect, or another doubt; inactive means no such curve, though single readings can be large; an effect the other way counts as inactive or inconclusive. The list is partial; count on the stated rates, not on these rows.

Structure	EPAC1 antagonist	EPAC1 ag	IL-2 act	GLP-1R agonist	GLP-1R inv ag	PLK1 PBD block	PI5P4Ka inh	PTHR1 agonist	HEK293 tox
COc1ccc(C(=O)NC(C)c2csc(C)n2)cc1OC1CCN(C(C)=O)CC1 (stereo not given)	11.4%	6.2%	0.1	-0.3%	-16.4%	-5.0%	1.8	i	-11.0%
O=C(CN1CCCC1)N1c2ccccc2Sc2ccc(C(F)(F)F)cc21	-8.9%	-2.8%	-0.2	0.9%	?	-0.7%	-2.6	i	15.9%
CC(C)n1nc(C(=O)Oc2cccc(Cl)c2Cl)c2ccccc2c1=O	-7.5%	8.6%	1.3	-3.9%	-17.1%	-6.3%	0.2	-29.5%	-23.0%
Cc1oc(=O)c(NC(=O)c2ccccc2)cc1C(N)=O	1.9%	1.3%	-0.7	1.7%	-15.2%	-2.0%	11.4	i	1.6%
COc1ccc(CCNC(=O)c2cc3ccccn3n2)c(OC)c1OC	3.7%	-9.9%	-1.0	17.8%	48.7%[activator]	-1.1%	-2.6	-30.6%[inhibitor]	-5.7%
COc1cc(-c2nc(CN3CCCCC3CCNC(C)=O)c(C)o2)ccc1F (stereo not given)	7.5%	5.8%	1.2	8.5%	-17.3%	0.0%	2.5	-23.8%	-1.7%
CCOC(=O)c1cccc(NC(=O)C2CCN(S(=O)(=O)c3cnc[nH]3)CC2)c1	-14.6%	6.7%	-1.0	-0.1%	-15.7%	-4.8%	-1.1	-20.1%	11.2%
CCOc1ccc(CN(C(=O)c2ccco2)C2CCS(=O)(=O)C2)cc1 (stereo not given)	-3.3%	-4.1%	0.1	4.1%	-1.6%	-3.3%	7.2	i	13.8%
CCCCc1nc2cc(C(=O)N3CCCCC3CC(=O)OCC)ccc2o1 (stereo not given)	-8.3%	-4.4%	0.7	14.6%	-13.6%	3.1%	2.1	-12.9%	3.6%
CCN(CC)C(=O)Cn1cc(C(=O)C(=O)NCc2cccnc2)c2ccccc21	23.3%	9.2%	-3.2	-5.6%	-17.3%	-3.8%	5.1	-3.8%	-6.6%
CC(C)c1ccc(CNc2nc3nc4c(c(=O)n3[nH]2)CCC4)cc1	-13.1%	-6.3%	0.1	1.8%	6.5%	-11.1%	-2.7	-10.8%	-10.0%
CC(Sc1ccccc1)C(=O)Nc1ccc(S(=O)(=O)N2CCOCC2)cc1 (stereo not given)	-6.5%	16.6%	-2.0	4.6%	-26.9%	-8.9%	2.1	i	-6.2%
Cc1cccc(NC(=O)CCNC(=O)c2ccccc2)c1	-24.5%	3.3%	-0.1	8.7%	12.2%	1.2%	-0.7	i	3.3%
COC(=O)c1ccccc1COc1cccn2c(N(C)CC3CC3)c(C)nc12	-8.8%	-5.6%	-0.9	0.2%	?	-8.7%	-1.9	-48.0%[inhibitor]	-23.5%
COc1ccc2c(c1)c(/C=N/Nc1nc3ccccc3[nH]1)c(C)n2C	-18.6%	-23.7%	-5.1	9.2%	?	4.0%	-28.5	-95.0%[inhibitor]	?
COc1ccccc1-n1c(SCC(=O)Nc2cccc(C(=O)O)c2)nnc1-c1ccccc1O	-19.0%	-9.8%	0.6	0.0%	19.4%	1.0%	-26.5	-20.8%	-9.2%
O=C(NC1CCCCC1)c1cc(S(=O)(=O)N2CCOCC2)c(Cl)cc1Cl	?	11.8%	-1.1	5.8%	6.1%	-21.7%	4.6	-29.9%	1.3%
O=C(c1cc(-c2ccc(Br)cc2)on1)N1CCOCC1	-5.6%	-4.1%	-0.8	1.4%	?	-7.5%	-7.5	-88.4%[inhibitor]	4.1%
CCc1nc2c(OCc3ccccc3C(=O)OC)cccn2c1N(C)C(=O)c1ccncc1	7.0%	9.5%	0.1	20.6%	16.3%	-4.6%	-6.0	i	1.5%
Cc1c(F)cccc1NS(=O)(=O)c1ccc2c(c1)NC(=O)CO2	?	5.5%	1.2	18.2%	?	-12.5%	-0.4	i	-11.0%
COc1ccccc1-c1cn[nH]c1-c1ccc(OCc2ccccc2F)cc1O	-6.1%	4.2%	-3.1	8.6%	?	3.2%	1.5	-5.0%	?
Cc1cc2c3c(c1)C1(C(=O)N3C(C)(C)CC2C)C(C#N)=C(N)OC2=C1C(=O)CC(C)(C)C2 (stereo not given)	2.9%	-11.9%	-0.3	-0.3%	-17.0%	-8.7%	-4.9	i	-1.5%
COc1ccc(-c2nnc(SCC(=O)Nc3cc(S(=O)(=O)N4CCCCC4)ccc3Cl)n2N)cc1	-22.1%	2.5%	0.0	-1.6%	-13.0%	-5.7%	0.5	i	-2.3%
CC(C)C(=O)Nc1nnc(COc2ccc(Cl)cc2)s1	-3.0%	6.9%	1.6	6.1%	-1.9%	-4.4%	-13.7	-12.6%	-8.6%
COc1cccc(C(C2=C(O)CC(C)(C)CC2=O)C2C(=O)CC(C)(C)CC2=O)c1 (stereo not given)	8.1%	2.6%	-0.3	5.5%	2.5%	?	4.1	i	1.6%[1.53 µM]
COCCCNC(=O)NC(=O)c1ccccc1	-10.7%	0.9%	0.1	-12.6%	4.9%	0.4%	-2.0	i	-17.0%
CC(OC(=O)c1cccc(S(=O)(=O)N2CCCCC2)c1)C(=O)NCC1CCCCC1 (stereo not given)	-4.8%	6.3%	-1.9	17.1%	?	-12.5%	-1.6	-75.1%[inhibitor]	17.8%
COc1ccc([C@@H]2[C@@H]3C(=O)N(C(C)(C)C)C(=O)[C@@H]3[C@]3(Cc4ccc(Cl)cc4)C(=O)N(c4cccc(C)c4)C(=O)N23)cc1	-12.3%	-5.1%	-2.3	-0.3%	?	-4.8%	6.4	i	2.6%
COc1ccc(NC(=O)C23CCC(C)(C(=O)C2)C3(C)C)cc1 (stereo not given)	-9.0%	14.8%	-0.7	-2.6%	-17.1%	-4.0%	0.1	i	-6.6%
O=C(CSC1=NS(=O)(=O)c2cc(F)ccc2N1)NCc1ccccc1	-7.1%	0.9%	-2.0	-4.0%	-13.0%	3.0%	3.7	i	-17.8%
Nn1c(SCc2ccccc2)nc2c(cnn2-c2ccccc2)c1=O	0.4%	6.1%	0.9	4.6%	21.8%	-11.8%	-0.2	-43.6%[inhibitor]	-4.3%
Cc1ccc(NC(=O)[C@@H](C)NC(=O)[C@@H]2Cc3ccccc3CN2)cc1	8.2%	-3.7%	0.9	4.5%	8.7%	-0.6%	-3.0	-1.1%	-22.8%
Cc1cccc(C(=O)NCCCN(C)CCCNC(=O)c2cccc(C)c2)c1	7.1%	-2.2%	1.5	15.7%	-27.7%	-2.5%	-4.6	-20.6%	-14.5%
Cc1ccc2nc(SCC(=O)N(CC(C)C)c3c(N)n(CC(C)C)c(=O)[nH]c3=O)[nH]c2c1	1.0%	-5.1%	0.0	9.2%	13.3%	-5.1%	2.6	?	-2.0%
CCSc1nc(C)c(C(C)=O)cc1C#N	8.5%	-9.1%	-0.1	2.6%	58.3%[activator]	1.5%	9.6	i	25.4%
COc1ccc(NC(=S)NCCN2CCOCC2)cc1	9.8%	-2.1%	-0.6	1.8%	7.0%	3.9%	2.1	-16.1%	2.9%
COc1ccc(-c2[nH]ncc2CN(CC2CCC(=O)N2)C(C)C)cc1F (stereo not given)	-22.8%	-13.6%	-2.2	25.5%	14.6%	26.7µM*	-8.5	-4.9%	-6.7%
COc1ccccc1CCN1CCCC(CN(C)Cc2ccc(OCCO)cc2)C1 (stereo not given)	-0.8%	-8.7%	3.5	4.6%	?	-12.3%	5.5	-0.9%	-28.8%
COC(=O)c1ccc(NC(=O)c2ccc(NC(=O)C3CCCO3)cc2)cc1 (stereo not given)	-4.8%	2.4%	-0.6	2.5%	3.3%	-4.3%	5.9	-32.2%[inhibitor]	-0.1%
O=S(=O)(NC(=NC1CCCCC1)c1ccccc1F)c1ccccc1	8.6%	-5.4%	-0.5	7.0%	-11.2%	6.0%	3.9	-12.6%	-4.3%

Among those listed so far, these have a cyano group.
Structure	EPAC1 antagonist	EPAC1 ag	IL-2 act	GLP-1R agonist	GLP-1R inv ag	PLK1 PBD block	PI5P4Ka inh	PTHR1 agonist	HEK293 tox
Cc1cc2c3c(c1)C1(C(=O)N3C(C)(C)CC2C)C(C#N)=C(N)OC2=C1C(=O)CC(C)(C)C2 (stereo not given)	2.9%	-11.9%	-0.3	-0.3%	-17.0%	-8.7%	-4.9	i	-1.5%
CCSc1nc(C)c(C(C)=O)cc1C#N	8.5%	-9.1%	-0.1	2.6%	58.3%[activator]	1.5%	9.6	i	25.4%
